# Source: PubChem (Broad Institute)
# CFTR F508del cor = CFTR F508del correction in bronchial cells. CFBE cells, YFP halide quenching; stimulated with forskolin plus potentiator P3; % fluorescence drop versus neutral controls. 0.36% of 350,000 active. AID 720511. activity (quench increase), % at 7.58 µM;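 active = mean added fluorescence quench of at least 8% versus neutral control, with both replicates also reaching 8%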;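 also: cells transiently co-express mutant CFTR-F508del with the halide-sensitive YFP; corrector assay measuring rescue of mutant channel to the surface after 24 h compound exposure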
# Cneo AK release = causes C. neoformans cell lysis; adenylate kinase release luminescence, 4 h; normalised: neutral wells 0, clomiphene wells 100; lysis activity, % at 15 µM; 0.2% of 360,000 active;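 active = mean lysis activity across replicates of at least 80%, whatever share of replicates individually reach that level; inactive = mean lysis activity below 80%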
#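 Material – Cryptococcus neoformans yeast cells · Quantity – 5 × 10^6 yeast cells/mL · Buffer or medium – YPD medium · Compound – single dose · Timing – 4 h static compound exposure, 37 °C, read 1 h post-reagent · Signal – adenylate kinase release luminescence · Read-out basis – lysis from increased AK signal · Benchmarks – Clomiphene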
# FN deposit inh = fibronectin deposition inhibition; AID 743247; 0.086% of 350,000 active; AH1F fibroblasts, Alexa488-fibronectin deposition fluorescence, overnight; inhibition, % at 12.6 µM;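 active = mean inhibition across replicates of 30% or more, regardless of how many single replicates reach that level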;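 also: positive control wells lacked labelled fibronectin entirely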
#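 Assay system: AH1F fibroblast monolayer, labelled fibronectin deposition. Amount: 10000 cells per well. Also added: labelled fibronectin 24 nM. Compound: single-point pinned compound. Incubation: cell attachment 1 h, compound and FN exposure overnight. Detection: fluorescence after three HBSS washes, excitation 485 nm, emission 525 nm. Read-out: inhibition of fibronectin deposition signal.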
# miR-122 sensor = blocks miR-122 activity in Huh7 sensor cells; Huh7 miR-122 Renilla luciferase sensor, 48 h; neutral wells = 0, positive control = 100; activation (reporter increase), % at 12.5 µM; 0.3% of 340,000 active;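 active = mean replicate activation score at least 90 and every replicate individually at or above 90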;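 also: higher luciferase means less miR-122 activity so hits act as miR-122 inhibitors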
# PGC1a acetyl inh = lowers PGC1a acetylation signal in U2OS cells; 0.17% of 350,000 active; AID 651687; AlphaScreen anti-acetyl-lysine; with virally co-expressed GCN5 acetyltransferase; inhibition, % at 15.6 µM;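 active = every replicate shows inhibition of at least 40%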;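 also: 0% = neutral control wells and 100% = positive control wells; some results beyond the cut were filed as inactive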
# GSIS activator = GLuc luminescence reporter in INS-1E cells, primary screen for activators of glucose-dependent secretion of insulin. 0.61% of 370,000 active. activation, % at 16.6 µM. INS-1E GLuc reporter insulin secretion, 2-3 h;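 active = lowest replicate activation of at least 40%, so every replicate reaches that level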;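 also: 0% = median of neutral control wells and 100% = median of IBMX positive control wells; some compounds called inactive have numbers as strong as hits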
# PglD inh = inhibitors of Campylobacter jejuni PglD acetyltransferase; AID 602405; 0.098% of 360,000 active; inhibition, % at 12.5 µM; purified PglD enzyme, DTNB colorimetric CoA detection; in the data active = inhibition above about 16%, passing the limit was not always enough; also: strong numbers were not always called active
# Statin myotox sup = suppressors of simvastatin-induced myotoxicity in C2C12 myotubes | 0.78% of 330,000 active | ATP luminescence, 48 h; scaled: DMSO 0, geranylgeraniol control 100 | rescue of ATP level, % at 7.49 µM;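 active = mean ATP rescue above about 67%, or every replicate alone reaching that limit, limit read from the data, passing the limit was not always enough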;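 also: myotubes were challenged with 10 µM simvastatin during compound exposure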
# Numbers without * were called inactive; / = no result given; & = joins results of further samples; [ ] = another dose, or the depositor's remark.
No.	structure	miR-122 sensor	GSIS activator	Cneo AK release	PGC1a acetyl inh	CFTR F508del cor	Statin myotox sup	FN deposit inh	PglD inh
1	Cc1ccc(C(=O)Nc2ccc(N3CCN(C(=O)c4cccs4)CC3)cc2)c(Cl)c1	-4	-9	1	/	-0.4	17	-6	0
2	O=C(Nc1nccs1)c1c(O)c2c([nH]c1=O)CCCC2	-1	-12	/	4	3.8	-5	-4	/
3	CN1C(=O)c2cc(NC(=O)c3ccc(F)c(F)c3)ccc2OC[C@@H]2O[C@H](CC(=O)N3CCCCC3)CC[C@@H]21	1[16.7 µM]	-12	-2	-9	-2.1	-11	5	-2
4	CC1CCCCN1C(=O)C12CCC(C)(/C(=N/O)C1)C2(C)C (stereo not drawn)	-3	/	0	-5	/	-8	/	2
5	CCCC(=O)Nc1nnc(SCC(=O)Nc2nc(C)cs2)s1	0	8	0	0	0.9	/	3	-2
6	Cc1nc(-c2nc(-c3c(C(=O)NNC(=O)Nc4cccc(Cl)c4)noc3C)cs2)cs1	-5	11	6	-5	-1.5	17	-23	-2
7	COc1ccc(CCNC(=O)c2ccccc2C(=O)NCCc2ccc(OC)cc2)cc1	10	/	-2	/	2.3	8	0	-2
8	C[C@H](NC(=O)[C@@H]1[C@@H](CO)[C@@H]2Cn3c(ccc(C4=CCCCC4)c3=O)[C@@H]2N1C)c1ccccc1	-5[16.7 µM]	-3	1	-4	-0.5	1	/	8
9	Cc1ccc(NC(=O)CSc2nccn2Cc2ccco2)c(C)c1	/	3	-10	/	0.5	16	/	2
10	COc1cccc(C(=O)C2CN(c3ccccc3)CC2c2ccc(Cl)cc2)c1 (stereo not drawn)	-6	-4	1	-5	0.7	16	/	-7
11	Cn1ncc(Cl)c1C(=O)Nc1ccc(CN2CCCCC2)cc1	/	10	0	/	-0.1	-8	/	-8
12	CCN(CC)C(=O)C1CCCN(C/C=C/c2ccccc2)C1 (stereo not drawn)	-12	14	0	-21	/	14	1	1
13	CC1(C)NC(=O)N(CCCOc2ccc3c(c2)CCC3)C1=O	/	0	7	9	/	2	/	4
14	CC(=O)c1ccc(-c2cccc3nccn23)cc1	1	11	-1	/	-0.5	3	8	15
15	O=C(NCCc1ccncc1)[C@@H]1[C@@H](CO)[C@@H]2Cn3c(ccc(-c4cccnc4)c3=O)[C@@H]2N1C(=O)C1CC1	4[16.7 µM]	-3	-10	/	-0.8	-13	/	4
16	Cc1cccc(/C(N)=N/OC(=O)c2cccs2)c1	7	/	-4	8	/	56	7	3
17	Cc1csc2nc(CNC(=O)CCC(=O)O)cn12	2	1	3	-6	0.4	-9	-4	2
18	O=C(C[C@@H]1CC[C@@H](NC(=O)c2ccccc2)[C@H](CO)O1)NCCc1ccncc1	/	11	1	-6	0.5	8	-4	-1
19	Cc1ccc(C2=Nc3c(ccc4ccccc34)C(c3ccncc3)=NN2)cc1	0	4	/	5	6.2	10	-1	/
20	O=C(Nc1ccc(F)cc1)N1CC(=O)N2[C@@H](CO)[C@H](c3ccc(-c4cccc(F)c4)cc3)[C@@H]2C1	/	-25	/	-6	0.2	/	-7	/
21	CC1(c2cccc(Br)c2)NC(=O)N(CC(=O)c2ccc3c(c2)OCO3)C1=O (stereo not drawn)	-3	-11	0	/	1.3	11	-3	0
22	O=C(C[C@@H]1CC[C@H]2[C@@H](COC[C@@H](O)CN2C(=O)c2cccnc2)O1)NC1Cc2ccccc2C1	5[16.7 µM]	-1	0	2	0.1	-15	-1	-3
23	CC(C)Oc1ncnc2c1[nH]c1ccccc12	-2	-31	-5	10	10*	/	-2	2
24	Cc1ccc(C)c(SCC(=O)OCC(=O)c2ccco2)c1	/	2	-2	11	3.4	7	/	2
25	O=C(NC(=S)NCCc1ccccc1)c1ccccc1F	/	-6	14	/	-0.9	3	-28	2
26	Cc1ccc(NC(=O)CCn2cccc2)cc1	-2	/	-6	-1	/	5	2	-3
27	C[C@@H]1CN([C@@H](C)CO)S(=O)(=O)c2ccc(C#C[C@@H](C)O)cc2O[C@@H]1CN(C)Cc1cncnc1	-7[16.7 µM]	/	0	2	0.9	25	-6	-3
28	CNC(=S)Nc1ccc(N2CCN(c3ccc(C(F)(F)F)cn3)CC2)nc1	-1	-12	-2	18	-0.9	/	-12	-1
29	C[C@H]1CCCCO[C@H](CN(C)Cc2ccc(C(F)(F)F)cc2)[C@@H](C)CN([C@@H](C)CO)C(=O)c2cc(NS(=O)(=O)c3cccs3)ccc2O1	-4[16.7 µM]	-28	4	-13	4.3	64	/	-3
30	CCOc1ccc(NS(=O)(=O)c2ccc(C(=O)NC3CCN(Cc4ccccc4)CC3)cc2)cc1	/	-13	0	-6	-1.6	7	6	0
31	CCOc1ccc(C(N)=O)cc1OC	-3	/	0	-3	/	/	/	-1
32	C/C=C/c1ccc([C@H]2[C@@H](CNCC)N(c3nc(C)c(C)s3)[C@H]2CO)cc1	0[16.7 µM]	-9	-1	-12	2.7	-25	/	3
33	O=C(C[C@H]1CC[C@@H]2[C@H](COC[C@H](O)CN2C(=O)Nc2cc(Cl)cc(Cl)c2)O1)N1CCOCC1	2[16.7 µM]	-5	0	1	0.1	1	5	2
34	c1nnc(NC2=NCCCCC2)s1	-7	/	0	5	/	-5	8	0
35	OC1c2c(F)cccc2N=C2CCCCN21 (stereo not drawn)	1	12	-1	/	-0.5	8	-2	-2
36	CCc1nn2c(N)c(/C=C3\C=Nc4ccccc43)c(=O)nc2s1	-2&2	1&4	1&-1	-2&1	0.0	8	-11&-5	3&4
37	C[C@@H]1CCCCO[C@H](CN(C)C(=O)NC2CCCCC2)[C@@H](C)CN([C@H](C)CO)C(=O)c2cc(NC(=O)CCC(F)(F)F)ccc2O1	4[16.7 µM]	1	50	/	-1.6	-12	/	-1
38	COc1ccc(-c2c(-c3ccc(O)cc3O)n[nH]c2C)cc1OC	5	/	1	-5	/	-24	/	-1
39	Cc1ccc(-c2noc(C3CCCN(C(=O)c4cccc(Cl)c4)C3)n2)o1 (stereo not drawn)	2	-13	-5	/	0.6	15	6	2
40	Cc1ccc(CN(Cc2ccco2)C(=O)c2ccco2)cc1	/	76	1	/	-0.6	-1	-1	-1
41	CCn1c(SCC(=O)Nc2cc(C)on2)nc2c(c1=O)SC(C)C2 (stereo not drawn)	0	8	-1	2	/	-19	/	3
42	O=C(CNC(=O)c1ccco1)NCc1ccc2c(c1)OCO2	-2	19	0	1	1.1	4	11	-1
43	CC=Cc1ccc2n(c1=O)C[C@H]1[C@H](CO)[C@@H](C(=O)NCCC)N(Cc3cccc(F)c3)[C@@H]21 (mixture of isomers)	0[16.7 µM]	-5	1	4	1.4	2	/	2
44	COc1ccccc1CN1CCN(Cc2cc(OC)c(OC)cc2OC)CC1	-1	-5	8	2	-1.7	41	-2	1
45	C[C@H]1CN([C@@H](C)CO)C(=O)c2cc(NC(=O)CCN3CCOCC3)ccc2O[C@H]1CN(C)C	1[16.7 µM]	27	-2	-4	0.1	23	/	12
46	O=C(c1ccc2c(c1)OCO2)N1C[C@@H]2[C@H](c3ccccc31)[C@@H](CO)N2Cc1ccccc1Cl	5[16.7 µM]	-14	0	-3	-2.9	0	/	2
47	C[C@@H]1CN([C@@H](C)CO)C(=O)CCCn2nncc2CO[C@H]1CN(C)C(=O)Nc1ccnc(N2CCOCC2)c1	-2	16&5	-1&-1	6&-4&-12	-0.5&1.0&-0.2	5&-14&2	-3&-2	-1&2
48	COc1ccc(Nc2nccc3c2nnn3C)cc1	3	/	-2	2	/	0	5	-3
49	O=S(=O)(N[C@@H]1CC[C@@H](CCn2cc(-c3ccccn3)nn2)O[C@@H]1CO)c1cccc(F)c1	/	5	0	-1	1.4	4	2	-2
50	C[C@H](O)C#Cc1ccc2c(c1)O[C@H](CN(C)C(=O)C1CCC1)[C@@H](C)CN([C@@H](C)CO)S2(=O)=O	8[16.7 µM]	3	-3	-2	-2.0	-4	/	6
51	COc1ccccc1-c1cn(CC[C@@H]2CC[C@@H](NC(=O)C3CCC3)[C@H](CO)O2)nn1	-3[16.7 µM]	40	-1	-6	2.0	-3	/	0
52	CC1CCN(c2c(NCC3CCC(C(=O)NCCc4ccc(Cl)cc4)CC3)c(=O)c2=O)CC1 (stereo not drawn)	/	26	/	-2	-3.3	/	0	/
53	CCSc1ncc(CO)c(N)n1	/	-6	2	/	2.0	-9	-1	/
54	CC(C)(C)c1ccccc1OCCOCCN1CCCCCC1	/	8	/	8	0.2	/	-5	/
55	COc1ccc(N2CCN(CC(=O)Nc3cccc(S(=O)(=O)N4CCOCC4)c3)CC2)cc1	-6	7	1	0	/	-6	1	1
56	C=CCC1=C/C(=C\c2c(N)n3nc(CC(=O)N4CCOCC4)sc3nc2=O)C=C(OC)C1=O	-4	-4	3	1	4.5	-6	-7	4
57	Cn1c(=O)c2[nH]c(SCCN)nc2n(C)c1=S	/	-2	2	13	1.7	4	1	1
58	CC(=O)Nc1ccc(S(=O)(=O)NCCCCNS(=O)(=O)c2ccc(NC(C)=O)cc2)cc1	/	0	-2	3	-1.0	-13	-4	-2
59	Cn1c(=O)c2c(ncn2Cc2ccc(Cl)c(Cl)c2)n(C)c1=O	-18	-5	0	/	/	63	-10	4
60	C/C(=N/NC(=O)c1ccc2c(c1)OCCO2)c1ccc([N+](=O)[O-])cc1	-4	0	5	16	-31	-10	5	-29

# (more compounds)
No.	structure	miR-122 sensor	GSIS activator	Cneo AK release	PGC1a acetyl inh	CFTR F508del cor	Statin myotox sup	FN deposit inh	PglD inh
61	C#CCN(C[C@@H]1[C@@H](OC(=O)Nc2cccs2)[C@@H](OC(=O)Nc2cccs2)Cn2c(=O)n(CCCCCC)c(=O)n21)S(=O)(=O)c1ccc(C)cc1	-8	-4	-2	-7	4.3	6	2	-1
62	O=C(O)c1cc(NS(=O)(=O)c2ccc(NCc3ccccc3)c([N+](=O)[O-])c2)cc(C(=O)O)c1	-5	-12	1	/	-0.4	0	-5	-1
63	C[C@H]1CN([C@@H](C)CO)C(=O)c2cccc(NC(=O)c3ccc(-c4nccs4)cc3)c2O[C@@H]1CN(C)S(=O)(=O)c1ccc(F)cc1	-9[16.7 µM]	7	6	-11	2.3	11	/	-3
64	COc1ccc2c3c(n(C)c2c1)[C@@H](CO)NCC31CCN(C(=O)Nc2ccc3c(c2)OCO3)CC1	/	-5	/	0	-1.8	/	3	/
65	O=C(CSc1ncnc2sc3c(c12)CCC3)Nc1ccccc1C(=O)O	-5	17	-3	5	-4.6	/	-17	-2
66	C/C(=N\OC(=O)Nc1ccc(Cl)cc1)c1ccc(F)c(F)c1	/	-11	-2	4	-3.7	-22	4	2
67	C/C=C/c1ccc2c(c1)O[C@H](CN(C)C(=O)c1ccc3c(c1)OCO3)[C@H](C)CN([C@@H](C)CO)S2(=O)=O	1[16.7 µM]	-1	4	2	1.0	3	-20	0
68	O=C(CNc1cccc(S(=O)(=O)N2CCCC2)c1)Nc1cccc(C(F)(F)F)c1	64	-38	0	12	0.7	4	-14	5
69	O=C(O)C1C2C=CC(O2)C1C(=O)NCc1ccccc1Br (stereo not drawn)	/	-1	0	8	/	-3	-10	4
70	NC(Cc1ccc(OC(F)F)cc1)C(=O)O (stereo not drawn)	/	-9	0	7	-0.4	/	2	1
71	O=C(CN1CCN(Cc2ccccc2)CC1)NNC(=O)c1ccccc1	-1	9	-1	12	-0.8	8	-2	5
